aDG glyco act – activators of alpha-DG glycosylation, primary screen, uHTS, Pro5-aDG cells, AlphaScreen | alpha-DG glycosylation AlphaScreen (IIH6); 0% Pro5, 100% B10-LARGE cell signal | activation, % at 10 µM | 0.22% of 360,000 active;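 active = activation of at least 8% versus controls, or a plate z-score of at least 8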;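 also: Pro5 are CHO cells carrying HIG-tagged alpha-DG that lacks glycosylation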
HTR2A ag – mouse Htr2a agonists via beta-arrestin recruitment, primary screen, cell-based, luminescence; 5-hydroxytryptamine receptor 2A (Mus musculus), P35363; CHO-K1 mHTR2A beta-arrestin complementation; percent of 30 µM serotonin response; activation, % at 7.6 µM; 0.66% of 360,000 active;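 active = activation above a run cutoff, the mean activation of all tested compounds plus 3 SD, cut at about 14% in these data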;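 also: 0% = plate median of compound wells and 100% = 30 µM serotonin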
Target sequence (P35363 whole entry, looked up): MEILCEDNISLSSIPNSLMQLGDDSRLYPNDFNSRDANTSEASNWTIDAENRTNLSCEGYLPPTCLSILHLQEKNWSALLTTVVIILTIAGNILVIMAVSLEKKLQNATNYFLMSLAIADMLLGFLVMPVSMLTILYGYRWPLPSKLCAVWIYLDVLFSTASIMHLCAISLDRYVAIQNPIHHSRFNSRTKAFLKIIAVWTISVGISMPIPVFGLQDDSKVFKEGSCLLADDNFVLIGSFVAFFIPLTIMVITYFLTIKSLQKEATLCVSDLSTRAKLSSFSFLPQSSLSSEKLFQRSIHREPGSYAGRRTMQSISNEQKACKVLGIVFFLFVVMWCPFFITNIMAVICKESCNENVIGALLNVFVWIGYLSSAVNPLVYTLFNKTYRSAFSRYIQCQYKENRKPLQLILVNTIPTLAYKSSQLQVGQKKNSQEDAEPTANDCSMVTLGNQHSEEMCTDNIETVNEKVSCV
CaV13 FRET inh – Primary screen for inhibitors of IQ motif and Ca2+-dependent inactivation inhibitor domain binding in CACNA1D, Förster resonance energy transfer in living cells, …. HEK cells, CFP/YFP FRET ICDI-IQ, plate reader, 10 min; percent FRET-ratio fall versus neutral wells. inhibition, % at 12.3 µM. 0.098% of 340,000 active. AID 743397;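 active = mean replicate inhibition of at least 30% and at least 1% of replicates passing that level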;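 also: 0% = median of the neutral control wells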
PDI inh – inhibitors of human PDI, primary screen, biochemical, turbidity, single point, plate reader. Protein disulfide-isomerase (Homo sapiens), P07237. PDI insulin aggregation turbidity, A650, 90 min. inhibition, % at 10 µM. 0.052% of 350,000 active. AID 588391, 2011;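 active = mean inhibition across replicates of 30% or more, whatever share of single replicates reach that level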;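 also: absorbance from insulin aggregation driven by PDI reduction with DTT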
Target sequence (P07237 whole entry, looked up): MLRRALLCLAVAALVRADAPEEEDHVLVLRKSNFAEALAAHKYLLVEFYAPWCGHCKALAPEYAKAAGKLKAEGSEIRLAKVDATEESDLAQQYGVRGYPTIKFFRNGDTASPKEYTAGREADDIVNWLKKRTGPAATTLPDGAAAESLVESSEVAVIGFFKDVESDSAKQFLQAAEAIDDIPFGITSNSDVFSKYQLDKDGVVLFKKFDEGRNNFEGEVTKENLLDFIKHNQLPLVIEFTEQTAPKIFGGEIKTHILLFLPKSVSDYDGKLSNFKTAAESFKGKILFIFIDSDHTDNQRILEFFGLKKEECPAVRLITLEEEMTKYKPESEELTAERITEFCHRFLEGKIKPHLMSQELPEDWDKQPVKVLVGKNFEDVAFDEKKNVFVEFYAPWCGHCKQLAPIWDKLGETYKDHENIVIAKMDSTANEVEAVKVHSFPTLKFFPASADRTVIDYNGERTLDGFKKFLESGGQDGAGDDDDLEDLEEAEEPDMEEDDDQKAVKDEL
MC4R ag barr – MC4R agonists recruiting beta-arrestin, primary screen, cell-based, luminescence, agonist arm of biased-ligand search | Melanocortin receptor 4 (Homo sapiens), P32245 | U2OS MC4R beta-arrestin complementation; percent of melanotan II response, DMSO zero | activation, % at 8.9 µM | 0.98% of 360,000 active | AID 540308, 2011;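 active = activation above a per-plate cutoff, the mean activation of sample wells on that plate plus 3 SD, cut at about 8% in these data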
ABCB6 inh 2 – ABCB6 transporter inhibitors, primary screen, K562-ABCB6 cells, flow cytometry, MLPCN library. 0.19% of 360,000 active. ATP-binding cassette sub-family B member 6 (Homo sapiens), Q9NP58. AID 602162, 2011. fluorescence ratio to DMSO, % at 10 µM. K562-ABCB6 porphyrin accumulation, 1 h; stronger effect = lower value;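 active = fluorescence ratio to DMSO below 75%, the collection mean minus 3 SD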;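 also: signal is porphyrin accumulated inside mitochondria; 100% equals median channel fluorescence of DMSO control wells; lower ratio means ABCB6 inhibition with less porphyrin fluorescence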
H9c2 protect – cardioprotection against H2O2-induced cell death, primary screen, uHTS, H9c2 cells, ATPLite luminescence. protection from H2O2 cell death, % at 20 µM. 0.63% of 360,000 active. H9c2 cardiomyocytes, H2O2 injury protection, 2 h;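 active = compounds giving at least 50% protection of heart cells from peroxide-induced death in the single-dose screen, raw or plate-pattern-corrected value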;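 also: 0% = DMSO wells with peroxide and 100% = DMSO wells without peroxide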
Vif inh – HIV Vif self-association inhibitors, primary screen, imaging, HEK293T, single point | HEK293T cells, Vif self-association by quenched fluorescence, 24 h | inhibition, % at 7.49 µM | 0.35% of 340,000 active | AID 602346, 2012; in the data active = inhibition above about 50%, passing the limit was not always enough; also: some results filed as inactive read as strong as hits
MC4R antagonist – MC4R antagonists of cAMP signaling, primary screen, cell-based, TR-FRET, antagonist arm of biased-ligand search | MC4R-expressing cells, MTII-stimulated cAMP, LANCE TR-FRET | inhibition, % at 6.5 µM | 0.48% of 360,000 active;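 active = inhibition above its plate's cutoff, the mean of tested wells on that plate plus 3 SD, cut at about 29% in these data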;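 also: 0% = Melanotan II alone and 100% = Melanotan II plus saturating MCL0020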
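Assay system: human MC4R-expressing U2OS cells; reagent: Melanotan II stimulation of cells; dosing: 6.5 µM single dose; timing: compound 30 min, challenge 1 h, detection 1 h; signal: TR-FRET cAMP assay; replicates: one well per compound, no replicates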
N-glyco inh – increase of ERlucT glycosylation luciferase signal, primary screen, N-linked glycosylation inhibitor project, D54 ERlucT cells, luminescence, set 2 | D54 ERlucT glycosylation luciferase reporter, 24 h; percent of 100 nM tunicamycin response | 0.23% of 360,000 active | reporter increase, % at 12.5 µM;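 active = mean luciferase reporter signal, scaled so untreated is 0 and the glycosylation-blocking control 100, at or above a set limit in every replicate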;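 also: luciferase carries N-glycosylation sites so blocking glycosylation raises the light; 0% = median of neutral control wells and 100% = median of 100 nM tunicamycin wells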
* = called active by the depositor; . = not tested or not shown. Rows were taken by chance; any-hit rate near 3.6%.

Molecule	aDG glyco act	HTR2A ag	CaV13 FRET inh	PDI inh	MC4R ag barr	ABCB6 inh 2	H9c2 protect	Vif inh	MC4R antagonist	N-glyco inh
COc1ccc2c(c1)CCc1c(C(=O)N(C)c3ccccc3)noc1-2	0.2	-3	-5	-1	-2.9	104	-6	-6	10	-2
CC1CCN(S(=O)(=O)c2cccc(C(=O)N(C)C3(C)CCS(=O)(=O)C3)c2)CC1 (stereo not drawn)	-0.1	-1	-15	-6	-0.4	97	-2	-5	1	0
COc1cc(C2c3[nH]c4ccccc4c3C[C@H]3C(=O)N(CCO)CC(=O)N23)cc(OC)c1OC (stereo partly drawn)	0.0	-3	-21	1	-1.8	98	10	.	-1	4
COc1ccc2c(=O)c3c(=O)n(-c4ccccc4)c(-c4ccc(C)cc4)nc3oc2c1	-0.1	-4	-15	9	-2.4	93	3	0	7	2
CC(=O)N1c2ccc(S(=O)(=O)N3CCC(C(=O)N4CCN(c5ccc(Cl)cc5)CC4)CC3)cc2CC1C (stereo not drawn)	3.0	1	-14	7	-3.4	87	-15	-8	3	-4
CCc1nnc(NC(=O)CSc2nncc(=O)n2N)s1	0.0	1	-3	3	2.7	94	0	7	-1	1
CCNC(=O)/C(=C/c1ccco1)NC(=O)/C=C/c1ccccc1	-0.2	1	-4	3	-0.1	97	1	7	8	1
NS(=O)(=O)c1ccc(CNC(=O)/C=C/c2ccccc2[N+](=O)[O-])cc1	0.5	-3	-2	7	-0.1	92	-12	-10	4	0
COc1cccc(C2=NOC(C(=O)N3CCOCC3)C2)c1 (stereo not drawn)	0.0	2	-8	10	2.4	93	4	2	3	-3
O=C(CCC(=O)Nc1ccc(F)cc1)N/N=C/c1cccc(Br)c1	0.2	-2	-4	-1	-0.2	86	-4	-9	-12	2
NC1=C(O)C(=O)C(c2ccccc2)O1 (stereo not drawn)	0.0	2	-4	0	-1.4	99	-3	-8	19	2
CCOc1ccccc1NC(=O)c1ccc(S(=O)(=O)N(C)c2ccccc2)cc1	0.3	-5	-6	1	0.5	95	6	11	4	1
CNCc1cc(Br)c(OCC(=O)Nc2ccccc2OC)c(OC)c1	2.2	-5	-3	14	-1.0	92	17	2	1	0
Cc1cc2[nH]c(=O)c3ccccc3n2n1	-0.2	2	-5	2	-1.3	94	77*	6	-4	1
CSc1nnnn1-c1ccc(C(=O)OCC(=O)N2CCOCC2)cc1	-0.1	4	-3	-2	-0.3	95	2	-1	11	2
Cc1ccc(S(=O)(=O)CCC(=O)Nc2nnc(-c3ccco3)o2)cc1	0.2	5	-6	0	-3.3	95	4	4	1	-3
N=C(c1ccc([N+](=O)[O-])cc1)N1CCCCC1	0.5	0	-1	-6	1.1	93	13	1	6	2
CC(OC(=O)c1ccc2c(=O)n3c(nc2c1)CCCCC3)C(=O)Nc1ncc(Cl)cc1Cl (stereo not drawn)	0.0	-1	8	-17	1.8	100	-7	2	7	2
COCCSc1ccccc1C(=O)N1CCN(c2ccccc2)CC1	0.3	-1	-19	-2	3.0	102	6	-1	22	1
Cc1cccc(C(=O)N[C@H](C(=O)Nc2nc3ccccc3[nH]2)C(C)C)c1	-0.6	1	-4	6	-3.4	103	8	79*	-15	9
COc1ccc(CCC(=O)Nc2ccc(C)c(S(=O)(=O)N(C)C)c2)cc1OC	1.2	-2	-18	2	-1.1	81	-10	-14	6	0
Brc1ccc(-c2csc(N3CCCCCC3)n2)cc1	0.0	2	-2	7	1.1	95	-12	-3	2	-1
CC1(C)CC(N(Cc2cccs2)C(=O)c2ccco2)CCO1 (stereo not drawn)	1.2	8	-1	-1	0.8	100	-2	5	4	-1
Nc1nnc(SCc2ccccc2)n1-c1ccccc1	0.0	5	-4	2	-2.1	85	0	-13	-2	1
Cc1ccc(OCc2cc(C(=O)N(C)CCc3ccccn3)no2)cn1	0.0	5	-2	0	3.4	104	-8	-6	10	1
CCOc1cc(OCC)cc(C(=O)N2CCC[C@H]2C(=O)N2CCC[C@H]2C(=O)N(C)Cc2ccccc2)c1	0.0	-1	-5	.	.	97	.	.	.	.
CC[C@@H]1C(c2ccc(F)cc2)=NN(c2ccccc2)[C@H]1C(=O)N1CCOC1=O	-0.3	0	-8	-10	0.2	105	-5	19	13	1
Cc1cccc(NC(=O)C2=C(O)c3ccccc3N(C)S2(=O)=O)c1	0.2	5	-5	-10	0.6	98	-4	16	-1	-1
O=C(Nc1ccc2c(c1)OCCO2)c1ccc2nccnc2c1	-0.1	-1	-7	5	-0.8	102	-14	0	8	-14
COc1ccc2c(c1)CN(C)S(=O)(=O)c1ccccc1-2	0.2	1	-4	-7	-0.3	102	3	-1	-7	2
CCOC(=O)c1c(C)sc(Sc2ccc(Cl)cc2[N+](=O)[O-])c1OC	-0.3	0	0	6	-2.2	103	-18	-16	8	-1
Cc1ccn2cc(CCNS(=O)(=O)c3ccc(F)c(C(F)(F)F)c3)nc2c1	-0.1	-1	-3	.	-1.6	100	7	.	-5	1
COC(=O)C(NC(=O)c1ccc(Cl)cc1)(Nc1nc(C)cs1)C(F)(F)F (stereo not drawn)	0.1	-5	-5	-10	-2.0	96	5	-11	-5	1
CCOc1cccc(NC(=O)c2ccc(S(=O)(=O)N(C)C)cc2)c1	0.1	0	-8	5	-0.6	96	-4	10	10	0
Cc1cc(Cn2nc(-c3ccccc3)cc2C(=O)NCc2cccc(Br)c2)on1	0.4	-5	-5	-7	2.5	96	-4	-2	0	-2
Cc1ccc(C(=O)Nc2cccc3ncccc23)cc1[N+](=O)[O-]	0.0	-2	4	4	-1.7	100	7	3	13	-2
Cc1oc(S(=O)(=O)N2CCOCC2)cc1C(=O)Nc1ccc(Cl)cc1	0.0	-1	1	-2	0.1	96	-4	-11	15	0
O=C(Nc1nnc(SCc2ccc(F)cc2)s1)c1cnccn1	0.6	-2	-7	-4	-0.1	98	23	3	32*	2
Cc1ccc(C)c(NC(=O)COC(=O)CCC(=O)c2cccs2)c1	-0.1	3	-6	-3	3.2	97	2	-5	22	-1
CCCn1cc(SCC(=O)NCc2ccco2)c2ccccc21	0.1	-3	-8	1	1.7	97	-7	-6	22	-1
O=C(NCC1CCCO1)Nc1ccccc1 (stereo not drawn)	-0.2	-3	-5	14	-1.8	90	8	13	4	1
NS(=O)(=O)c1ccc(NC(=O)COC(=O)C2CCCCC2)cc1	0.5	7	-4	16	1.7	99	-3	4	-2	1
O=c1[nH]cnc2cc(Cl)ccc12	-0.2	3	.	5	-1.1	110	15	.	0	2
COc1ccc(CCNC(=O)CSc2nnc3ccccn23)cc1	0.5	-1	-5	1	1.6	94	6	-1	14	-2
COc1ccc2[nH]c3c(c2c1)CCN1C(=O)C(CC(=O)NC(C)(C)C)C[C@H](C(=O)N2CCCCC2)[C@@]31CCc1ccccc1 (stereo partly drawn)	4.0	1	-6	-5	0.9	90	-2	-4	6	-4
CCOc1ccc(S(=O)(=O)NCCC(=O)OCC(=O)Nc2cc(C)on2)cc1	-0.1	2	5	-8	-1.1	95	-1	1	-4	0
c1ccc(NCc2cccc3ccccc23)nc1	-0.1	0	-4	-8	-0.4	98	-4	-4	9	0
O=C(NC(=S)NC1CCCCC1)c1ccccc1	-0.1	5	-6	1	-2.1	99	-3	-8	10	-1
O=C(CN1C(=O)NC2(CCCC2)C1=O)NNC(=O)c1ccccc1F	-0.4	-6	-4	-1	-1.1	95	8	11	8	0
O=C(NCc1ccco1)c1ccc(Cl)c(S(=O)(=O)N2CCOCC2)c1	0.0	-4	-4	-11	-1.5	92	4	-9	1	1
CCOC(=O)c1ccc2c(c1)sc(=NC(=O)c1ccco1)n2CCOC	0.2	0	-5	16	6.3	96	-3	5	-14	1
CN(Cc1c(C(=O)N/N=C/c2cc(F)ccc2F)nnn1-c1nonc1N)C1CCCCC1	0.2	3	-15	2	-0.9	96	0	3	6	0
CSc1nnc(C(C)(C)C)c(=O)n1/N=C/c1c(O)ccc2ccccc12	-0.1	-3	-3	-4	1.5	92	-1	-5	2	0
CSCCC(NC(=O)c1ccc(Cl)cc1Cl)C(=O)NNC(=O)c1ccncc1 (stereo not drawn)	0.1	9	-16	4	-1.2	93	-3	4	0	2

In the list so far, seven contain a furan ring, fused or not:
Molecule	aDG glyco act	HTR2A ag	CaV13 FRET inh	PDI inh	MC4R ag barr	ABCB6 inh 2	H9c2 protect	Vif inh	MC4R antagonist	N-glyco inh
CCNC(=O)/C(=C/c1ccco1)NC(=O)/C=C/c1ccccc1	-0.2	1	-4	3	-0.1	97	1	7	8	1
Cc1ccc(S(=O)(=O)CCC(=O)Nc2nnc(-c3ccco3)o2)cc1	0.2	5	-6	0	-3.3	95	4	4	1	-3
CC1(C)CC(N(Cc2cccs2)C(=O)c2ccco2)CCO1 (stereo not drawn)	1.2	8	-1	-1	0.8	100	-2	5	4	-1
Cc1oc(S(=O)(=O)N2CCOCC2)cc1C(=O)Nc1ccc(Cl)cc1	0.0	-1	1	-2	0.1	96	-4	-11	15	0
CCCn1cc(SCC(=O)NCc2ccco2)c2ccccc21	0.1	-3	-8	1	1.7	97	-7	-6	22	-1
O=C(NCc1ccco1)c1ccc(Cl)c(S(=O)(=O)N2CCOCC2)c1	0.0	-4	-4	-11	-1.5	92	4	-9	1	1
CCOC(=O)c1ccc2c(c1)sc(=NC(=O)c1ccco1)n2CCOC	0.2	0	-5	16	6.3	96	-3	5	-14	1
